Keap1-Nrf2 PPI: Keap1-Nrf2 protein-protein interaction inhibitors, primary screen, biochemical, fluorescence polarization, single point; Kelch-like ECH-associated protein 1 (Homo sapiens), Q14145; Keap1 Kelch-Nrf2 peptide fluorescence polarization, 1536-well; inhibition, % at 9.4 µM; hit rate 0.15% among 340,000; AID 504523, 2011; in the data active means inhibition above about 12%;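 further: human Keap1 Kelch domain with fluorescein labeled Nrf2 9mer peptide probe; 0% = neutral control wells and 100% = peptide positive control; higher means more block of Keap1 binding to Nrf2 peptide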
Target sequence (Q14145 whole entry, looked up, the tested form may be a part): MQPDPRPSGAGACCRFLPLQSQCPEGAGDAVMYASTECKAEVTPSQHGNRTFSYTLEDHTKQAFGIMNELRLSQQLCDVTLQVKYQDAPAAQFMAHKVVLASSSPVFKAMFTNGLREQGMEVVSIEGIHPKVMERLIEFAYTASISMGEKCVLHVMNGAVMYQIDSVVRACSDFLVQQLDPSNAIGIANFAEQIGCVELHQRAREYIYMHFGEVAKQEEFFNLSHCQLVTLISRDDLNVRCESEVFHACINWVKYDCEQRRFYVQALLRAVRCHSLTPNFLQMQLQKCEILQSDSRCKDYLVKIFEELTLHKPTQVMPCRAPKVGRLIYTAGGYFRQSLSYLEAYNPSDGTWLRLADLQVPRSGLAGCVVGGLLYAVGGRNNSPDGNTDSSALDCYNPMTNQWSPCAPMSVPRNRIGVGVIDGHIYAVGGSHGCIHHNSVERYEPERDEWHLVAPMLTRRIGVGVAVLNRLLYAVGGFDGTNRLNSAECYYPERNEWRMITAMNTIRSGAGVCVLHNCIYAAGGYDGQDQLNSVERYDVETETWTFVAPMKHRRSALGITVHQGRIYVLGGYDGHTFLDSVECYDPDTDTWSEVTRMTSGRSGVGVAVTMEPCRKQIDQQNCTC
cardiac RTF act: cardiac RTF calcium sensitivity activators, primary screen, biochemical, IANBD-TnC fluorescence, EC20 calcium | Troponin I, cardiac muscle (Homo sapiens) + Troponin T, cardiac muscle (Homo sapiens) + … | IANBD-labeled TnC RTF fluorescence at EC20 calcium; 0% EC20 calcium, 100% full calcium | activation, % at 7.2 µM | hit rate 0.24% among 340,000 | AID 493008, 2010;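 active means activation above the mean over all tested compounds plus 3 SD, cut at about 30% in these data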;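 further: rise in fluorescence read as greater calcium sensitivity of cardiac thin filaments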
DAGLB inhibitor: DAGLB lipase inhibitors, primary screen, biochemical, fluorescence, HTS; hit rate 0.059% among 340,000; inhibition, % at 5.17 µM; HEK293T DAGLB membrane lysate, EnzChek fluorogenic substrate; AID 504411, 2011; Diacylglycerol lipase-beta (Homo sapiens), Q8NCG7; in the data active means inhibition above about 34%;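 further: 0% = enzyme with vehicle and 100% = wells lacking enzyme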
CAL PDZ FP-1: CAL PDZ peptide-binding inhibitors, primary screen, biochemical, fluorescence polarization, Cer-tagged CAL PDZ, HTS; purified CAL PDZ, TMR-peptide fluorescence polarization, 1 h; inhibition, % at 20 µM; hit rate 0.02% among 330,000; AID 504414, 2011;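 active means highest replicate inhibition of at least 40%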;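 further: plate controls were DMSO neutral control wells for no effect and unlabeled competitor peptide control wells for full effect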
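System: tagged CAL PDZ domain. Schedule: 1 h room-temperature incubation prior to read. Signal: fluorescence polarization (mP). Measure: percent inhibition from loss of millipolarization.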
CAL PDZ FP-2: untagged CAL PDZ binding inhibitors, primary screen, biochemical, fluorescence polarization, HTS; Golgi-associated PDZ and coiled-coil motif-containing protein (Homo sapiens), Q9HD26; purified CAL PDZ, TMR-peptide fluorescence polarization, 1 h; inhibition, % at 24.9 µM; hit rate 0.92% among 300,000; AID 602252, 2012;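 active means mean inhibition of at least 30% with at least half of replicates also reaching 30%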;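 further: 0% = DMSO neutral control and 100% = excess unlabeled competitor peptide PRC23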
Rtt109 HAT inh: inhibitors of C. albicans Rtt109/Vps75 HAT, primary screen, biochemical, ThioGlo CoA-SH fluorescence, plate reader; Histone acetyltransferase RTT109 (Candida albicans (strain SC5314 / ATCC MYA-2876)), …; purified Rtt109/Vps75, 4 h; inhibition, % at 34.9 µM; hit rate 0.16% among 330,000; AID 540336, 2011;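 active means inhibition of at least 50% in every replicate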
Target sequence (Q5AAJ8 whole entry, looked up): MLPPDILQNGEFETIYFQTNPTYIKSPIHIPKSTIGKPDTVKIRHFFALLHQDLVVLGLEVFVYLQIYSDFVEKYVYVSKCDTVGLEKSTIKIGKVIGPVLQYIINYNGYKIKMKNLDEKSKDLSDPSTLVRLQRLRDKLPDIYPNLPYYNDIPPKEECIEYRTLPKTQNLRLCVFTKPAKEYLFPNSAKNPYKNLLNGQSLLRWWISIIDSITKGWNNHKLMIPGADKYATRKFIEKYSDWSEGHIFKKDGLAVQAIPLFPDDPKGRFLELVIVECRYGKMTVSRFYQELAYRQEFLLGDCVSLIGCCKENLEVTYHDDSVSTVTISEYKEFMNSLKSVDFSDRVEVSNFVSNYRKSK
RTF Ca sens inh: cardiac RTF calcium sensitivity inhibitors, primary screen, biochemical, IANBD-TnC fluorescence, EC70 calcium; Troponin I, cardiac muscle (Homo sapiens) + Troponin T, cardiac muscle (Homo sapiens) + …; IANBD-labeled cardiac RTF, Ca2+ fluorescence; inhibition, % at 7.15 µM; hit rate 0.12% among 340,000; AID 493244, 2011;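 active means inhibition above the mean inhibition of all tested compounds plus 3 SD, cut at about 17% in these data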;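 further: assay run at fixed EC70 calcium of 1.6 mM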
SR-BI DiI-HDL act: activators of SR-BI mediated DiI-HDL uptake, primary screen, ldlA[mSR-BI] CHO cells, DiI fluorescence; 3 h; 100 = double the neutral-control signal; activation, % at 12.5 µM; hit rate 0.096% among 320,000; AID 504775, 2011;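 active means mean replicate activation of at least 60% and every replicate at or above 60%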;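 further: 0% = median plate neutral-control signal and 100% = twice that signal; values of inactives mirror those of a sister screen read the other way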
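Assay system: LDL receptor-deficient CHO ldlA cells overexpressing murine SR-BI / Medium: BSA-supplemented, HEPES-buffered Ham's F12, pH 7.4 / Probe or stimulus: DiI-labelled HDL at 10 µg/mL final / Timing: compound with DiI-HDL co-incubation, 3 h at 37 °C / Technique: bottom-read cell fluorescence after medium removal, ex 550/em 595 nm / Measure: HDL uptake via cellular fluorescence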
PKA-R2B act: activators of PKA-R2B holoenzyme, primary screen, biochemical, fluorescence polarization, Cy5-IP20, human. PKA-R2B holoenzyme dissociation; R2B truncated from residue 108, S112A mutant; 0% DMSO only, 100% 113 µM cGMP. activation, % at 11.4 µM. hit rate 0.079% among 340,000. AID 504700, 2011;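 active means activation above a cutoff set at the mean over all compounds plus 3 SD, cut at about 18% in these data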;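 further: higher means more holoenzyme dissociation and a rise in polarization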
LANA DNA inh: inhibitors of KSHV C-LANA binding to DNA, primary screen, biochemical, fluorescence polarization, FAM-LBS DNA, MBP-C-LANA, single point. hit rate 0.078% among 340,000. Kaposi's sarcoma herpesvirus LANA C-terminal domain (residues 932-1162) DNA binding. inhibition, % at 9 µM;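 active means highest replicate inhibition at or above 60% at 9 µM, even if other replicates fall short; inactive means all replicates below 60% inhibition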;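 further: 0% = neutral control wells and 100% = 4 µM acridine orange control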
* hit, by the source's call; / = not tested or not shown. Random draw from the library; 1.6% or so of the library scored in one or more.

SMILES	Keap1-Nrf2 PPI	cardiac RTF act	DAGLB inhibitor	CAL PDZ FP-1	CAL PDZ FP-2	Rtt109 HAT inh	RTF Ca sens inh	SR-BI DiI-HDL act	PKA-R2B act	LANA DNA inh
O=C(CCCC(=O)N/N=C\c1ccccn1)N/N=C\c1ccccn1	-0.9	-6.0	1.8	-2.4	0.3	-13.2	3.3	23.7	0.8	0.0
COCCN(C(=O)C1CCC1)c1nnc(-c2cccnc2)s1	-0.2	1.3	1.5	-2.3	-2.2	6.8	-32.8	-0.5	8.8	-0.5
COc1ccc(S(=O)(=O)N(C)C[C@H]2Oc3c(NC(=O)C4CCCCC4)cccc3C(=O)N([C@H](C)CO)C[C@@H]2C)cc1	-3.8	-2.6	-1.9	-2.0	1.3	1.7	5.0	18.2	7.6	-1.4
Cc1cccc(NC(=O)Cn2c(=O)n(CC3CCCO3)c(=O)c3ccccc32)c1 (centres undefined)	-2.8	2.6	0.5	-2.6	-4.0	-7.8	1.2	-4.7	-3.3	1.4
N#C/C(=C\c1ccc(Oc2ccc(C(F)(F)F)cc2[N+](=O)[O-])cc1)c1nc2ccccc2[nH]1	-8.6	6.6	-4.4	0.0	-1.9	0.4	-15.0	-22.9	1.0	1.6
COc1cc(OC)c(NC(=O)c2c(-c3ccccc3)noc2C)cc1Cl	-0.4	-7.1	-1.0	/	-3.2	1.5	1.5	-66.7	-4.5	0.7
CCC(C)/C(C)=N/NC(=O)c1ccc(COc2ccc(Cl)c(C)c2)cc1 (centres undefined)	-2.6	-3.9	-12.5	0.4	-1.7	5.3	-6.9	-12.1	-8.2	2.0
O=C(O)c1ccc(N/N=C/c2cccc3cccnc23)cc1	2.1	0.4	4.1	-0.3	-0.5	-1.4	2.5	0.5	4.9	-1.1
CC(C)CC(=O)NC(=S)NCCc1ccccc1	-2.9	1.6	-11.0	-1.8	0.9	-2.4	-3.1	-16.4	-0.2	3.8
O=C(COC(=O)c1ccc(O)cc1O)Nc1cccc2ccccc12	-0.3	8.7	0.7	-1.9	/	-1.9	-10.9	11.4	-3.1	1.9
CC(C)=NOc1cc(NC(=O)CCl)cc([N+](=O)[O-])c1	0.7	-0.3	-6.3	-0.8	-0.2	-3.3	6.7	3.6	-21.5	0.2
Cc1ccc(NC(=O)c2ccc3c(c2)CCN3S(C)(=O)=O)c(C)c1	4.7	1.6	-1.7	4.7	-2.8	-2.0	-9.8	-39.5	3.1	0.8

Results in CAL PDZ FP-1, for some of the entries so far:
compound | CAL PDZ FP-1
CC(C)CC(=O)NC(=S)NCCc1ccccc1 | -1.8
O=C(COC(=O)c1ccc(O)cc1O)Nc1cccc2ccccc12 | -1.9

The results go on.
SMILES	Keap1-Nrf2 PPI	cardiac RTF act	DAGLB inhibitor	CAL PDZ FP-1	CAL PDZ FP-2	Rtt109 HAT inh	RTF Ca sens inh	SR-BI DiI-HDL act	PKA-R2B act	LANA DNA inh
CCCCNC(=O)CCc1c(C)nc2nc(-c3cc(OC)cc(OC)c3)nn2c1C	-0.5	7.7	3.1	-1.9	-21.8	/	2.0	1.7	-14.3	-0.3
Cn1cnnc1SCC(=O)Nc1nc(-c2ccccc2)cs1	-3.3	/	/	-0.7	1.9	2.2	/	3.8	/	-2.1
N/C(Cc1ccc(Cl)cc1)=N\OC(=O)c1ccccc1	-4.5	-2.0	-8.6	-2.3	1.1	3.4	-7.0	-11.0	-0.8	-0.9
C=C(C)c1cccc(C(C)(C)NC(=O)Nc2ccc(Cl)cn2)c1	-7.2	-2.2	-0.8	-0.5	-1.3	9.2	-0.4	13.2	6.8	-1.1
O=C1CN(C(=O)COc2ncnc3ccccc23)c2ccccc2N1	-1.9	1.6	2.8	-2.3	-2.0	-0.5	-6.0	28.9	0.8	4.1
Cc1ccc(C)c(NC(=O)CCOc2ccccc2)c1	-0.2	8.3	-2.0	0.2	-14.0	-5.6	-8.8	-8.4	-2.6	-0.1
Clc1ccccc1Cc1noc(CN2CCN(c3cnccn3)CC2)n1	1.4	-4.6	-2.1	-2.8	1.0	12.8	2.0	5.1	-3.1	0.6
COc1ccc(C(CNC(=O)c2ccc(OCc3c(C)noc3C)cc2)N2CCCC2)cc1 (centres undefined)	-10.2	6.6	1.3	-2.7	-13.3	2.7	-9.8	-32.0	9.4	-0.6
CCc1[nH]nc2c1C(c1cccc(OC(=O)N3CCOCC3)c1)C(C#N)=C(N)O2 (centres undefined)	-0.5	-1.4	2.2	-0.2	-1.8	3.1	7.0	31.3	-5.3	0.3
CCOC(=O)C1=C(C)NC2=C(C(=O)c3ccccc32)C1c1ccc([N+](=O)[O-])o1 (centres undefined)	-0.7	-11.5	12.7	1.5	/	4.4	-10.4	-35.9	-7.5	1.6
COCCNC(=O)CN1C(=O)c2cccc3cccc1c23	-2.6	-0.6	2.5	-0.8	2.9	-24.8	-0.9	4.8	-10.8	-1.2
CN1CCC(N(C)C(=O)CCc2nc3ccccc3c(=O)[nH]2)CC1	1.2	-1.2	1.4	0.0	/	-8.2	-6.0	-2.1	-4.0	-0.4
O=C(COC(=O)Cc1ccc(Br)cc1)NCc1ccc(F)cc1	2.8	1.5	-1.1	-1.9	2.2	13.5	8.3	17.0	-3.8	1.4
Cc1nn(-c2ccccn2)c2c1C(c1ccsc1)C1=C(CCCC1=O)N2 (centres undefined)	-2.3	0.6	0.3	-1.1	-3.1	-6.0	-4.2	13.8	-0.4	-1.5
Nc1nnc(SCC(=O)c2ccc3c(c2)NC(=O)CO3)s1	-5.4	2.3	-0.7	-6.2	-4.9	2.5	-4.0	-8.8	9.9	-0.6
Cc1ccc(Cn2c(Sc3nccc(C)n3)nc3c2c(=O)[nH]c(=O)n3C)cc1	-1.3	1.8	-0.3	0.4	-0.4	-6.2	-7.2	9.6	-6.6	-1.3
CCOc1ccc2oc(-c3ccccc3)c(C(=O)N3CCN(C)CC3)c2c1	-1.7	-3.8	-0.5	-0.9	/	-8.8	-7.1	-13.3	-11.8	2.2
CC(C)(C)OC(=O)NC(CNCc1ccccc1)Cc1ccccc1 (centres undefined)	-3.1	4.1	2.1	-0.7	-0.4	-11.5	-7.5	16.4	-0.6	-3.3
N=C1c2ccccc2-c2ccccc21	-3.2	-3.5	-2.2	-0.7	-0.8	-3.7	-12.7	9.2	-7.8	1.9
Cc1[nH]c2ccccc2c1SCC(=O)N1CCC(C)CC1	-4.5	-0.9	-1.4	-2.7	-1.4	-8.6	-2.1	-21.3	-0.7	0.4
CC(C)C[C@H]1CN([C@@H](Cc2ccc(O)cc2)CN2CCC[C@@H]2CN2C(=O)C(=O)NC[C@@H]2Cc2ccccc2)C(=O)C(=O)N1CC1CCCCC1	-2.8	-6.5	4.9	-0.7	-3.2	-3.3	2.5	-1.2	-6.6	0.8
O=C(Nc1ccc([N+](=O)[O-])cc1)N1CCCCC1	2.4	-0.2	-0.5	-3.4	1.1	42.4	1.1	/	-3.0	0.1
Cc1csc2ncc(C(=O)N3CCc4ccccc43)c(=O)n12	-5.8	8.1	-0.6	0.9	-2.8	-1.9	-5.9	12.8	3.6	-0.9
O=C(CC1(C(F)(F)F)OCCO1)Nc1ccc2c(c1)OCO2	0.6	-2.6	-0.3	-1.2	-6.2	-6.3	-2.6	-13.5	2.6	0.0
CCN(CC)CCNC(=O)c1ccc(NC(=O)Nc2cccc3ccccc23)cc1	-0.1	-2.4	-1.4	0.1	-1.9	14.0	5.4	1.5	-4.3	0.8
O=CNC(Cc1ccccc1)C(=O)O (centres undefined)	1.7	2.5	1.4	-1.3	2.1	-1.3	10.4	15.2	-4.1	-0.5
O=C(N/N=C/c1ccc(N2CCOCC2)cc1)c1ccc(NS(=O)(=O)c2cccs2)cc1	-3.1	-3.6	-0.6	-0.2	-2.1	-2.2	-3.4	-27.5	-7.8	-0.4
COc1ccc(/C(N)=N/OC(=O)CSc2ccc(C)cc2)cc1OC	-7.5	9.0	-13.5	-0.8	/	-8.3	-2.2	18.7	2.2	-1.2
O=C(CSc1nnc(NC(=O)c2ccc(F)cc2F)s1)NC1CCCC1	4.4	-1.5	-0.3	-1.0	/	-12.7	-10.8	/	-9.5	-1.5
O=C(COC(=O)c1cc[n+]([O-])cc1)Nc1c(Cl)cccc1C(F)(F)F	0.7	-0.4	-0.3	-1.3	-3.1	-10.7	-4.6	18.2	-3.4	-0.8
Cn1c(CC(=O)Nc2ccccc2Cl)nnc1SCC(=O)NC1=NCCS1	-6.0	7.0	0.1	-1.7	-0.5	4.6	-13.2	/	-10.6	0.0
O=C(OCCN(C1=NS(=O)(=O)c2ccccc21)c1ccc(Cl)cc1)c1ccco1	-1.0	5.9	-2.5	-0.5	-3.0	18.6	-3.6	-2.7	-0.6	-0.5
NC(=O)C1CCN(c2nc(C3CC3)nc3c2nnn3Cc2ccccc2Cl)CC1	0.8	0.4	2.9	-2.9	/	1.2	-8.1	-13.7	-0.8	-0.1
NC(=O)CCC1NC(=S)N(Cc2ccccc2)C1=O (centres undefined)	0.2	2.0	1.1	-1.6	-3.2	-4.7	7.7	9.3	2.3	2.1
Cc1cc2n(n1)SC(Nc1cc(Cl)ccc1Cl)N2 (centres undefined)	-4.7	-3.8	-1.5	-1.1	1.0	15.5	0.9	-6.2	-13.3	0.2
O=C(NC12CC3CC(CC(C3)C1)C2)N1CCN(C2CCCCC2)CC1	-4.6	4.5	1.0	-3.1	-8.9	-21.4	-8.0	21.5	0.4	0.1
COc1nccnc1NS(=O)(=O)c1ccc(NC(=S)NC(=O)c2ccc(F)c(F)c2)cc1	-7.5	0.9	1.2	-0.8	-9.6	-6.3	3.4	11.9	-6.0	1.8
Cn1cc(Cl)c(C(=O)OCC(=O)Nc2ccccc2)n1	-0.8	0.6	-0.8	1.3	-0.4	-9.6	-3.0	2.5	-5.8	-0.6
